# Assay outcomes (PubChem BioAssay)
# PI5P4K alpha inh: inhibitors of human PI5P4K alpha | P48426 | PI5P4Kalpha enzyme, ADP-Glo luminescence, 60 min; active compounds read low | max response, % | hit rate 1.2% among 330,000 | AID 652105; active = max response of -50% or lower; inconclusive = between -30% and -50%; inactive = -30% or higher; note: value at the top dose of about 77 µM; % is set by controls: 0 for no effect and ±100 for the full control effect
#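 Reactions run in 0.038 M HEPES pH 7.4, 0.28 mM EGTA, 0.1% CHAPS and 5% DMSO, with PI5P4Kalpha, substrate, compound and 5 microM ATP final, one hour at room temperature. Readout is ADP-Glo luminescence.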
# EPAC1 ag: EPAC1 (human) agonism. hit rate 0.073% among 360,000. Potency, µM (top dose mostly 154 µM), for inactives: at the top dose activation, usual class: activators. O95398. EPAC1 agonist qHTS, biochemical assay; response scale: 100% = response to 6.5 mM cAMP; note: potency is the fitted concentration of half-maximal effect; nearly all actives have a fitted effect of over 60% in size
# Target sequence (O95398 whole entry, looked up): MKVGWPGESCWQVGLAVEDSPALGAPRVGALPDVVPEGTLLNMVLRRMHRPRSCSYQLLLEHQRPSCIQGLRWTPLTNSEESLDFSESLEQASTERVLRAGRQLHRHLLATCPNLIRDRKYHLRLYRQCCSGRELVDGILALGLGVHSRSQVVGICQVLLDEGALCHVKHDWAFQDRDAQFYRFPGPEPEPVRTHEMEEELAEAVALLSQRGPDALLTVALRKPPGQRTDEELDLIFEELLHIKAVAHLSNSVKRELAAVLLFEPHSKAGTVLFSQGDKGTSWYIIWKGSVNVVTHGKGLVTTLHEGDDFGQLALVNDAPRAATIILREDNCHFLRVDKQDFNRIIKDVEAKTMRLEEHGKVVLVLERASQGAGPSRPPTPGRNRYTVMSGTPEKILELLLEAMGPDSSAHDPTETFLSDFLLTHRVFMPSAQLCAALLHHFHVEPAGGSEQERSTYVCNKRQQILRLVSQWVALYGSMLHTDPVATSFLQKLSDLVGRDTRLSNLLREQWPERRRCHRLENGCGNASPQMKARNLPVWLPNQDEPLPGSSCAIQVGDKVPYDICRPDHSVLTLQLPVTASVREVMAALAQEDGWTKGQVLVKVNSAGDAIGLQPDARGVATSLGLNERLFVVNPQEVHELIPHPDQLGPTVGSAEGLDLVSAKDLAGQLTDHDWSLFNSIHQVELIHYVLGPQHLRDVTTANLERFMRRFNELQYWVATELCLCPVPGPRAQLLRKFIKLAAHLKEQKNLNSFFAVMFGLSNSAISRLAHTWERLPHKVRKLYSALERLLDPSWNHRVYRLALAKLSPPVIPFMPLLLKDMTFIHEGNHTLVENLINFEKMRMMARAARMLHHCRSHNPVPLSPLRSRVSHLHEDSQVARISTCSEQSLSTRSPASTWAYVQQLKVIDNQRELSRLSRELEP
#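 Nucleotide exchange by EPAC1 (100 nM) on Rap1B–BODIPY-GDP (250 nM) in the presence of 50 uM GDP is tracked fluorescently at 480/540 nm over 30 min. Signals are normalized to a 6.5 mM cAMP control.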
# IL-2 act: activators of IL-2; IL-2 activation reporter assay, cell-based qHTS; stimulated with anti-CD3/CD4/CD28 beads; in transgenic mouse T cells; activation, % (series mostly up to about 46 µM); hit rate 0.065% among 360,000; AID 652025; in the data active = activation above about 50%; inconclusive = mostly about 30% to 49%; note: 0% is about no effect
#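 EGFP and DsRed fluorescence is measured by plate cytometry in unstimulated transgenic mouse T cells exposed to compound for 60 minutes, then stimulated 18 hours at 37 degrees C with anti-CD3/anti-CD4 beads plus anti-CD28.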
# WRN inhibitor: WRN helicase (human) inhibition; WRN helicase unwinding, fluorescent forked duplex, kinetic; hit rate 0.46% among 360,000; Q14191; Potency, µM (titrated, usually from 114 µM), inactives show top-dose activity change, negative = inhibition, usual class: inhibitors; AID 651768; note: potency is the fitted concentration of half-maximal effect; % is set by controls: 0 for no effect and ±100 for the full control effect; nearly all actives have a fitted effect of over 55% in size
#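 WRN at 20 nM final preincubated with compound 15 min at room temperature; reaction started with 100 nM fluorophore/quencher forked duplex oligonucleotide and 2 mM ATP final. Unwinding followed kinetically by red fluorescence (ex 525, em 598 nm).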
# CCT chaperon mod: cytosolic chaperonin activity modulation; purified chaperonin ATPase assay, HTRF ADP detection, 30 min; activity change, % (test concentration not listed), hits read low; hit rate 0.3% among 360,000; in the data active = activity change below about -30%; note: % is set by controls: 0 for no effect and ±100 for the full control effect
#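 We incubate TRiC, 40 or 20 nM final, with library compounds at 76 uM and 10 uM ATP for 30 min at 37 °C. ADP formed is detected with Transcreener HTRF reagents after 30 min at room temperature.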
# PLK1 PBD block: PLK1 (human) polo-box domain binding inhibition. AID 720504. Plk1 PBD binding of FITC phosphopeptide, fluorescence polarization. P53350. hit rate 2.8% among 360,000. Potency, µM, for inactives: max response, negative = inhibition, usual class: inhibitors; note: potency is the fitted concentration of half-maximal effect; series mostly up to about 57 µM; % is set by controls: 0 for no effect and ±100 for the full control effect; nearly all actives have a fitted effect of over 65% in size
# EPAC1 antagonist: EPAC1 (human) antagonism; O95398; EPAC1 GEF assay, Rap1b-BODIPY-GDP exchange fluorescence; Potency, µM (titrated, usually from 115 µM), for the others: at the top dose activity change, negative = inhibition, most hits filed as inhibitors; hit rate 0.14% among 360,000;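 note: potency is the fitted concentration of half-maximal effect; plate controls were vehicle for no effect and positive control for full effect; nearly all actives have a fitted effect of over 50% in size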
# EPAC2 agonist: activates human EPAC2 exchange factor; EPAC2 activation, biochemical qHTS; response scale: 100% = 6.5 mM cAMP response; hit rate 0.079% among 360,000; Potency, µM (titrated, usually from 154 µM), for the others: top-dose activation, usual class: activators; note: potency is the fitted concentration of half-maximal effect; nearly all actives have a fitted effect of over 50% in size
#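 Setup: EPAC2 100 nM, labeled Rap1B complex 250 nM, free GDP 50 uM. Compound titrations pinned in, brief spin, 5 min room temperature incubation. Kinetic fluorescence read over 30 min, normalized to 6.5 mM cAMP.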
# * hit, by the source's call; u = inconclusive; x = not tested or not shown; [ ] = another dose, or the depositor's remark. Unless noted, calls come from the whole dose curve; as a rule, active = well fitted curve in the direction sought with a large enough effect; inconclusive = small, poorly fitted or top-dose-only effect, or another doubt; inactive = no such curve, though single readings can be large; an effect the other way counts as inactive or inconclusive. Some of the compounds tested (hit frequency here may not be typical).
SMILES,PI5P4K alpha inh,EPAC1 ag,IL-2 act,WRN inhibitor,CCT chaperon mod,PLK1 PBD block,EPAC1 antagonist,EPAC2 agonist
O=C(CCN1C(=O)c2ccccc2C1=O)Nc1ccc(S(=O)(=O)NC2=NCCCCC2)cc1,1,-1%,-2.2,33%,-2.3,0%,11%,1%
COc1ccc(OCCN2CCN(C(=O)c3ccc(OC)cc3)CC2)cc1,0,3%,-1.6,-3%,-1.7,-11%,9%,-8%
COc1cc(CN(C2CC2)S(=O)(=O)c2ccccc2Br)cc(OC)c1,5,11%,-0.7,-4%,-0.9,-6%,-11%,15%
COC(=O)c1cccnc1N1CCN(c2ccccc2F)CC1,13,3%,1.3,-1%,0.0,-1%,10%,3%
CC(CNC(=O)CCS(=O)(=O)c1ccc2c(c1)oc(=O)n2C)c1ccccc1 (stereo not given),1,6%,-3.1,5%,-1.2,-14%,-27%,-1%
COC(=O)c1cc(COc2ccc3oc(C)c(C(=O)OC)c3c2)c(C)o1,x,19%,-2.9,-16%,-0.6,-8%,-5%,9%
OC(c1ccc(F)cc1)(C1CCCCC1)C(CN1CCOCC1)c1ccccc1 (stereo not given),12,12%,0.1,-9%,2.3,11%,0%,3%
[2H]C([2H])(CCOS(N)(=O)=O)c1ccccc1,0,-11%,0.5,1%,0.3,-1%,4%,-1%
O=C(CN1CCN(c2ccc(O)cc2)CC1)NCC(=O)Nc1ccc(F)c(F)c1F,-14,1%,-0.7,-2%,-2.8,4%,4%,1%
COc1cc(C2c3c(-c4cc(C)cc(C)c4O)n[nH]c3C(=O)N2CCCO)cc(OC)c1OC (stereo not given),0,-4%,-0.3,0%,-0.2,-19%,-27%,2%
O=C(Nc1ccccc1Cl)c1ccc2c(c1)N(Cc1ccc(F)cc1)C(=O)CS2=O (stereo not given),-4,-1%,-3.1,3%,-1.1,-2%,u,-2%
COc1ccc(S(=O)(=O)N[C@@H](C)C(=O)OCC(=O)Nc2cc3oc4ccccc4c3cc2OC)cc1,13,1%,-4.1,-3%,2.9,-1%,2%,13%
COc1ccc(CCN2CC(C(=O)NCCc3ccccn3)CCC2=O)cc1 (stereo not given),1,1%,-1.6,-8%,-1.9,-6%,2%,0%
Cc1oc(-c2ccccc2)nc1C(=O)Nc1nccs1,-27,1%,-0.9,-6%,-1.3,-2%,2%,2%
CC(=O)NCCC(=O)Nc1cc(S(=O)(=O)N2CCCCC2)ccc1Oc1ccccc1,-12,-2%,-3.9,-11%,-3.5,-8%,-6%,12%
O=C(COc1ccccc1Cl)NCC(c1cccs1)N1CCOCC1 (stereo not given),1,4%,-4.7,2%,-2.1,-14%,2%,7%
CC(OC(=O)CNC(=O)C1CCCCC1)C(=O)NCc1ccccc1 (stereo not given),2,0%,0.1,8%,-1.1,-4%,3%,0%
COc1ccc(-c2cn(CCO)c(CCN)n2)cc1,-1,11%,0.8,1%,-2.3,1%,10%,0%
COc1cccc([C@@H]2Oc3ccc(OC)cc3C(=O)[C@H]2OC(=O)Nc2cc(OC)c(OC)c(OC)c2)c1,3,-8%,0.1,-10%,-2.7,-19%,-8%,13%
COc1ccccc1C(=O)NNC1=C(C(=O)C(F)(F)F)CCC1,x,11%,1.7,-10%,2.8,-9%,8%,-6%
O=C(Nc1cc(Cl)ccc1N1CCOCC1)c1cccnc1Cl,7,4%,-0.8,-28%,-1.0,-5%,-2%,9%
O=C(CSc1n[nH]c(=O)[nH]c1=O)c1ccccc1[N+](=O)[O-],-4,-7%,0.8,2%,-1.7,u,8%,1%
O=C(COC(=O)c1ccc([N+](=O)[O-])o1)NC12CC3CC(CC(C3)C1)C2,-1,-5%,2.1,-2%[11.6 µM],-0.7,-20%,-25%,-1%
CCCC(C(=O)NC(C)(C)C)N(Cc1ccc(F)cc1)C(=O)c1snc(C(N)=O)c1N (stereo not given),12,-10%,-0.2,-5%,-1.5,-6%,-20%,1%
CCn1c(=O)c(C(=O)NCc2ccc(OC)c(OC)c2)c(O)c2ccccc21,16,1%,0.5,-4%,-3.6,4%,3%,9%
CCCSc1nc2[nH]ncc2c(=O)[nH]1,-7,0%,-0.3,4%,-1.2,3%,2%,-9%
COCCCNC(=S)N1CCN(c2nc(-c3ccc(Cl)cc3)cs2)CC1,16,19%,-3.3,10%,-3.3,-15%,3%,15%
Cc1ccc(Cn2c(=O)c3ccccc3n3c(CCC(=O)O)nnc23)cc1,-1,2%,-2.4,0%,-0.3,-5%,14%,-5%
CCOC(=O)c1[nH]c2ccccc2c1NC(=O)C1CCCCC1,x,10%,-0.2,-3%,-1.3,-7%,2%,1%
CCC(C)N1CC23C=CC(O2)C(C(=O)OCc2ccccc2)C3C1=O (stereo not given),-6,-5%,2.4,8%,0.2,-5%,-6%,6%
O=c1[nH]c(NC2CCCCC2)c([N+](=O)[O-])c(=O)[nH]1,-76*,-6%,-0.6,2%,2.5,-2%,17%,5%
O=C(CSc1nnc(COc2ccc(Cl)cc2)o1)N1CCN(c2ccccc2)CC1,-4,4%,-3.3,2%,-0.6,30µM*,u,-5%
CCOc1ccc(C(CC(=O)O)NC(=O)c2sc3ccccc3c2Cl)cc1 (stereo not given),2,7%,-0.6,8%,-3.1,u,5%,10%
CCOc1ccc(C(=O)NC(=S)Nc2ccc(N3CCOCC3)c(Cl)c2)cc1[N+](=O)[O-],9,7%,-0.9,-7%,1.7,-1%,-4%,-8%
N#C/C(=C(/O)COC(=O)COc1cccc(Br)c1)c1nc2ccccc2[nH]1,-24,1%,0.1,-7%,0.8,-3%,1%,5%
CCOC(=O)[C@@H]1[C@H]2COc3ccccc3[C@@H]2N2C(=O)N(c3ccc(C(F)(F)F)cc3)C(=O)[C@]12C,11,-25%,-1.9,-12%,0.0,-4%,-22%,-7%
O=C(O)CSC(C(=O)Nc1ccc(C(F)(F)F)cc1)c1ccccc1 (stereo not given),-6,2%,-2.7,3%,0.2,-1%,5%,-1%
CCC12CN3CCN(CC(C3)/C1=N\NC(=O)c1ccc(C(C)(C)C)cc1)C2,-5,-5%,-2.5,-9%,-0.4,-1%,1%,-4%
Cc1[nH]c2ccccc2c1C(=O)CSC(=S)N1CCOCC1,5,2%,5.4,-2%,2.8,-5%,13%,-8%
COc1ccc(NC(=O)c2ccc(NC(=O)CN(C)CC(=O)Nc3c(C)cccc3C)cc2)cc1,-11,-12%,-0.2,-5%,-2.4,-4%,-12%,-11%

# Exported tab-delimited: part of the list above.
Structure	PI5P4K alpha inh	EPAC1 ag	IL-2 act	WRN inhibitor	CCT chaperon mod	PLK1 PBD block	EPAC1 antagonist	EPAC2 agonist
O=C(COC(=O)c1ccc([N+](=O)[O-])o1)NC12CC3CC(CC(C3)C1)C2	-1	-5%	2.1	-2%[11.6 µM]	-0.7	-20%	-25%	-1%
CCCC(C(=O)NC(C)(C)C)N(Cc1ccc(F)cc1)C(=O)c1snc(C(N)=O)c1N (stereo not given)	12	-10%	-0.2	-5%	-1.5	-6%	-20%	1%

# Continued:
SMILES,PI5P4K alpha inh,EPAC1 ag,IL-2 act,WRN inhibitor,CCT chaperon mod,PLK1 PBD block,EPAC1 antagonist,EPAC2 agonist
CC(C)N(c1ccccc1)c1ccc(NC(=O)[C@@H]2O[C@H](CO)[C@H](O)[C@H](O)[C@H]2O)cc1,4,1%,2.9,0%,0.6,-8%,-14%,6%
CCc1nnc(NC(=O)c2cc(-c3cccnc3)nc3ccccc23)s1,-3,-3%,-1.8,-5%,-2.1,-3%,24%,4%
CC1(C)C2CCC1(CS(=O)(=O)NCc1ccc(C(F)(F)F)cc1)C(=O)C2 (stereo not given),-1,-6%,0.0,8%,-1.5,-1%,2%,-9%
O=C(Nc1ccccc1Cl)C(Cl)C(=O)c1ccccc1 (stereo not given),-28,3%,4.8,u,-2.5,1.7µM*,-24%,16%
CSc1sc(C)cc1C=O,1,13%,-2.8,-20%[57.1 µM],1.8,-4%,10%,14%
CC[C@]12c3[nH]c4ccccc4c3CCN1C(=O)C(CC(=O)NCc1cccc(C(F)(F)F)c1)C[C@@H]2C(=O)N1CCN(C(=O)C2CC2)CC1 (stereo not given in full),-4,-17%,-0.2,2%,-2.5,-5%,5%,5%
CCC(C)(C)NC(=O)/C=C/c1cccs1,-3,-3%,-2.5,-1%,0.4,-8%,0%,4%
CCOc1ccc(C(=O)NC(=S)Nc2ccc(NC(=O)CC)cc2)cc1[N+](=O)[O-],-1,-29%,-0.5,-9%,0.7,1%,-4%,-17%
COC(=O)c1cn(NC(=O)c2ccc([N+](=O)[O-])cc2Cl)c(=O)c2ccccc12,9,-7%,1.3,-2%,1.8,1%,-13%,-2%
COc1ccccc1NS(=O)(=O)c1ccc2oc(SC)nc2c1,6,-10%,-2.8,4%,-0.2,0%,7%,2%
CN(C)CCCN(Cc1ccc2c(c1)OCO2)C(=O)NC1CCCCC1,-3,5%,-0.5,-16%,1.3,-1%,2%,2%
N#CC(=Cc1ccncc1)c1ccccc1,0,-12%,-3.2,-4%,-1.5,-4%,-30%,-5%
CCOc1ccc(NS(=O)(=O)c2ccc(C(=O)NCc3ccccn3)cc2)cc1,2,1%,-5.1,3%,-0.8,4%,6%,-7%
COc1ccc(-c2cc(C(=O)Nc3ccc(C)cc3)no2)cc1,x,-1%,-2.1,5%,-1.8,-1%,-1%,-1%
CN1CCN(S(=O)(=O)c2cccc(C(=O)Oc3ccccc3Cl)c2)CC1,1,-14%,-1.4,-29%,-2.4,-12%,7%,5%
Nn1c(=O)c2ccccc2n2c(SCc3ccc(C(F)(F)F)cc3)nnc12,-3,21%,-0.2,-6%,-9.1,u,-11%,-8%
CC(C)Cc1cc(CN2CCC(CO)(Cc3ccccc3)CC2)[nH]n1,4,0%,0.0,1%,0.5,4%,5%,1%
N#CCSc1nnc(-c2ccc(S(=O)(=O)N3CCOCC3)cc2)n1CC1CCCO1 (stereo not given),3,-3%,-0.9,2%,-0.1,-9%,7%,2%
COc1cc(C(=S)N2CCOCC2)ccc1OS(=O)(=O)c1ccc(Cl)cc1,5,1%,-0.2,-8%,0.0,u,10%,-4%
COc1ccccc1C1CCN(C(=O)c2ccccc2)CC1,1,0%,-1.4,-1%,0.5,-1%,7%,8%
CCC(C)c1ccccc1NC(=O)C(C)NCCN(C)C (stereo not given),7,5%,3.1,-6%,0.2,-3%,-12%,4%
Cc1nc(NC(=O)CSc2ccc(-c3nc4ccccc4[nH]3)cn2)sc1C,2,1%,-3.0,-6%,1.1,-7%,-24%,-8%
CNc1ccccc1NC(=O)C1CCCN1C(=O)OCc1ccccc1 (stereo not given),3,1%,0.5,-1%,0.1,-10%,-7%,7%
